Pol kappa inh – blocks human DNA polymerase kappa activity. Q9UBT6. Potency, µM (highest dose often 107 µM), for the others: at the highest dose activity, negative = inhibition, most hits filed as inhibitors. AID 588579. purified Pol kappa, fluorescent DNA synthesis assay, 10 min. 0.53% of 400,000 active; note: potency is the fitted concentration of half-maximal effect; % is set by controls: 0 for no effect and ±100 for the full control effect
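10 nM Pol kappa was preincubated with compounds for 15 min at room temperature. Reaction started with 50 nM (final) substrate. Fluorescence read kinetically at 0 and 10 min.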
PGK inhibitor – blocks T. brucei phosphoglycerate kinase | P07378 | PGK/GAPDH coupled, Kinase-Glo luminescence, 60 min | 0.043% of 380,000 active | Potency, µM (series often up to 57.5 µM), without a hit: at the highest dose activity change, negative = inhibition, most hits filed as inhibitors; note: potency is the fitted concentration of half-maximal effect; % is set by controls: 0 for no effect and ±100 for the full control effect; nearly all actives have a fitted effect of over 60% in size
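Luminescent ATP detection (Kinase-Glo Plus) follows a 60-minute room-temperature incubation, with wells lacking PGK as controls. Buffer: 100 mM TEA (pH 7.6), 5 mM MgCl2, 0.01% Tween-20. Coupling enzyme GAPDH (100 nM final) supplies unstable 1,3-BPG in-well.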
Anesthetic bind – candidate novel general anesthetic via apoferritin binding; P02791; apoferritin/1-aminoanthracene competitive binding, fluorescence; Potency, µM (titrated, usually from 77.5 µM), inactives show top-dose activity change, negative = displacement, actives largely listed as inhibitors; 0.074% of 350,000 active; AID 485281; note: potency is the fitted concentration of half-maximal effect; % is set by controls: 0 for no effect and ±100 for the full control effect; nearly all actives have a fitted effect of over 20% in size
Target sequence (P02791 2-175 limits assumed): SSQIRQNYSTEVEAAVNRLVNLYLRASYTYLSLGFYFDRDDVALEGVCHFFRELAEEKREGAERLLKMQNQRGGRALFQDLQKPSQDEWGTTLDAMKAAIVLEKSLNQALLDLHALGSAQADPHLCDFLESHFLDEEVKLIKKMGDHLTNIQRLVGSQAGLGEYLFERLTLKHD
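Horse-spleen apoferritin (10 uM) was mixed with 50% saturated 1-aminoanthracene in PBS, exposed to compounds for 10 min at room temperature, and read for fluorescence (ex 380 nm, em 535 nm). Competitive displacement was fitted with a four-parameter Hill equation.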
Pol beta inh – inhibitors of human DNA polymerase beta; Pol beta primer extension/strand displacement, fluorescence kinetic; Potency, µM (doses to about 114 µM), for the others: at the highest dose activity change, negative = inhibition, most hits filed as inhibitors; 1.3% of 340,000 active; note: potency is the fitted concentration of half-maximal effect; % is set by controls: 0 for no effect and ±100 for the full control effect
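Pol beta (10 nM) and compounds were preincubated 15 min at room temperature, then 50 nM substrate (final) started primer extension/strand displacement. Reads were taken at 0 and 10 min; concentration-response data were fitted to a four-parameter Hill equation.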
Pol eta inh – DNA polymerase eta (human) inhibition. Q9Y253. recombinant Pol eta, fluorescent DNA replication assay. Potency, µM (doses to about 114 µM), inactives show at the top dose activity change, negative = inhibition, actives largely listed as inhibitors. 1.2% of 390,000 active; note: potency is the fitted concentration of half-maximal effect; % is set by controls: 0 for no effect and ±100 for the full control effect
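Pol eta at 10 nM preincubated with compounds 15 min at room temperature; reaction started with fluorescent substrate (50 nM final) and read kinetically at 0 and 10 min.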
APE1 inh – inhibitors of human APE1 endonuclease. P27695. recombinant APE1, TAMRA/BHQ-2 abasic DNA cleavage fluorescence. 0.35% of 350,000 active. Potency, µM (highest dose often 65.8 µM), without a hit: at the highest dose activity change, negative = inhibition, usual class: inhibitors;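 note: potency is the fitted concentration of half-maximal effect; plate controls were vehicle for no effect and reference inhibitor for full effect; nearly all actives have a fitted effect of over 55% in size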
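APE1 at 0.75 nM preincubated 15 min at room temperature with compound. Reaction then started with 50 nM double-stranded THF-abasic substrate labelled with TAMRA/BHQ-2, and 525/598 nm fluorescence read kinetically. Activity taken as third-minus-first read difference, normalized to DMSO and NSC13755 controls.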
Pol iota inh – DNA polymerase iota (human) inhibition | Q9UNA4 | AID 588590 | 1% of 390,000 active | Pol iota fluorescent replication assay, 10 min | Potency, µM (doses to about 115 µM), for the others: at the top dose activity, negative = inhibition, actives largely listed as inhibitors; note: potency is the fitted concentration of half-maximal effect
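Fluorescent replication assay read twice, at 0 min and 10 min after adding 50 nM (final) substrate. Enzyme (10 nM) and compounds were first incubated 15 min at room temperature; enzyme-free buffer wells were negative controls.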
BLM helicase inh – inhibitors of human Bloom syndrome helicase BLM; P54132; recombinant BLM DNA unwinding, fluorescence dequenching; 0.2% of 350,000 active; Potency, µM (highest dose often 56.1 µM), for inactives: top-dose activity change, negative = inhibition, actives largely listed as inhibitors;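 note: potency is the fitted concentration of half-maximal effect; plate controls were vehicle for no effect and no enzyme for full effect; nearly all actives have a fitted effect of over 35% in size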
RXFP1 antagonist – blocks the human relaxin receptor RXFP1; Q9HBX9; HEK293-RXFP1, relaxin-stimulated cAMP HTRF, 30 min; hits give low values; activity change, negative = inhibition, % at 57.5 µM; 0.59% of 350,000 active;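 active = activity change of -60% or lower, but not beyond a set lower limit; inconclusive = change between -60% and -40%, or beyond the set limit; inactive = change above -40%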; note: % is set by controls: 0 for no effect and ±100 for the full control effect
Target sequence (Q9HBX9 whole entry, looked up): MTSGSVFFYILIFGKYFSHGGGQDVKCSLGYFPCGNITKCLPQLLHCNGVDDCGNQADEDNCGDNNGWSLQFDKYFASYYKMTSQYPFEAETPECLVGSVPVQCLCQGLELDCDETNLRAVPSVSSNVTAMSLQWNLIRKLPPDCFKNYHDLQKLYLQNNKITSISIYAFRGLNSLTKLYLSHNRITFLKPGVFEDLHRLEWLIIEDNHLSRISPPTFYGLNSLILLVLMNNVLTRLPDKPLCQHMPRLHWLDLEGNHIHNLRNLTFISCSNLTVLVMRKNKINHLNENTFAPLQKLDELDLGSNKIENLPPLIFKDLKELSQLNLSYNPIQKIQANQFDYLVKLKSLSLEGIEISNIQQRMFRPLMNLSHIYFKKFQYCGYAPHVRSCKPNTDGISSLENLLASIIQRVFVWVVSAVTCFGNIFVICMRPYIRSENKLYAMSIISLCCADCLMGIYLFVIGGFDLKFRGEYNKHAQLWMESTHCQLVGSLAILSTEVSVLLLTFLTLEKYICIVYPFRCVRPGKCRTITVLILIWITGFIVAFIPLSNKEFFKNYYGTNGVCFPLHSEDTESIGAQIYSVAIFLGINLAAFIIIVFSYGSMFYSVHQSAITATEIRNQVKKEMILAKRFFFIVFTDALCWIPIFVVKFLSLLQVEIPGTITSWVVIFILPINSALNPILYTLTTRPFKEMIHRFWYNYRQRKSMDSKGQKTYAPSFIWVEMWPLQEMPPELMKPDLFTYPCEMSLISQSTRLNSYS
* = called active by the depositor; i = inactive; ? = inconclusive; · = not tested or not shown; [ ] = dose if it differs, or a comment. Unless noted, calls come from the whole dose curve; as a rule, active = well fitted curve in the direction sought with a large enough effect; inconclusive = small, poorly fitted or top-dose-only effect, or another doubt; inactive = no such curve, though single readings can be large; an effect the other way counts as inactive or inconclusive. An excerpt (hit frequency here may not be typical).

SMILES | Pol kappa inh | PGK inhibitor | Anesthetic bind | Pol beta inh | Pol eta inh | APE1 inh | Pol iota inh | BLM helicase inh | RXFP1 antagonist
CC(C)[C@H](NC(=O)N1c2ccccc2NC(=O)[C@@H]1C(C)C)C(=O)N1CCC[C@H]1C(=O)O | -10% | -7% | -4% | 4% | -13% | 13% | 8% | 2% | ·
COc1cc(/C=N/NC(=O)c2cccc3ccccc23)ccc1OCC(N)=O | -4% | 1% | · | · | 1% | · | 34%[activator] | · | 2
O=C(Cn1c(=O)[nH]c2ccccc2c1=O)Nc1ccc2c(c1)OCO2 | -7% | -2% | -3% | 7% | 2% | 17% | 28% | -4% | -22
CCCC1=Nc2cc(C(=O)NCCc3ccc(OC)cc3OC)ccc2Sc2ccccc21 | 0% | 2% | 2% | 2% | -15% | · | 8% | -10% | ·
COc1ccc(C(C(=O)NCC2CCCO2)N(C(=O)c2snc(C(N)=O)c2N)c2ccccc2)cc1OC (stereo not given) | 0% | -10% | -11% | 32% | -18% | -6% | 135%[activator] | -2% | 4
Nc1nnc(SCc2coc(-c3ccc(Cl)cc3)n2)s1 | -8% | i | 2% | 26% | -1% | -2% | 11% | -2% | -4
COc1ccccc1N1CCN(/N=C/c2cc(OC)c(O)c(OC)c2)CC1 | -9% | -9% | -12% | 1% | -5% | ? | -1% | 0% | -3
CC1(C)CN(c2cccc(Br)c2)C1=O | -1% | 0% | -23% | 7% | -12% | -5% | 69%[activator] | 0% | -17
Cc1ccc(S(=O)(=O)CC(=O)Nc2nc(C(C)(C)C)cs2)cc1 | -9% | -7% | -6% | -1% | -21% | 16% | -2% | -8% | -16
CCOCCCn1cnc2c(c1=O)c1nc3ccccc3nc1n2-c1ccccc1 | -3% | i | -7% | 28% | -2% | -2% | 24% | -1% | -11
COc1ccc(/C(N)=N/OC(=O)CCCN2C(=O)c3ccccc3C2=O)cc1OC | 8% | 0% | -2% | 1% | 5% | -6% | 35%[activator] | 1% | 1
CC(=O)c1ccc(OCC(O)CN2CCCC(C)C2)cc1 (stereo not given) | 6% | i | -5% | 21% | -3% | -3% | 16% | -7% | 10
Cc1cc(C)c2c(CN3CCN(CCO)CC3)cc(=O)oc2c1 | -8% | -14% | -13% | 0% | -7% | -3% | 4% | 22% | -6
Cc1nc2sc3c(NCc4ccco4)ncnc3c2c2c1COC(C)(C)C2 | 1% | -6% | 0% | -28% | 3% | 10% | ? | -2% | -4
O=C(COC(=O)c1ccccc1O)NCc1ccccc1Cl | 5% | -7% | · | · | -9% | 25% | 0% | · | 3
O=C(NCc1cccs1)C1CCC(CNS(=O)(=O)c2cccc3nsnc23)CC1 (stereo not given) | -5% | -7% | -6% | 1% | -2% | -4% | -13% | -1% | ·
O=C(O)C1C2CCCCC2=C2CCCCC2C1C(=O)Nc1nccs1 (stereo not given) | -19% | 10% | · | · | ? | · | -13% | · | -4
Cc1cccc(C(=O)Nc2cccc(-c3ccc4nncn4n3)c2)c1 | -19% | -8% | -4% | 18% | -7% | 3% | 20% | -4% | -16
CCOC(=O)Cc1c(C)nc2c(-c3ccccc3)c(C)[nH]n2c1=O | -12% | -6% | -3% | -5% | -13% | -9% | 4%[58.9 µM] | -1% | 3
C=CCC(Nc1ccccc1)C12C=CC(O1)C(C(=O)OC)=C2C(=O)OC (stereo not given) | 11% | -3% | -11% | 1% | -19% | 5% | 5% | -6% | -30

A different layout for part of the listing above.
molecule	Pol kappa inh	PGK inhibitor	Anesthetic bind	Pol beta inh	Pol eta inh	APE1 inh	Pol iota inh	BLM helicase inh	RXFP1 antagonist
CCCC1=Nc2cc(C(=O)NCCc3ccc(OC)cc3OC)ccc2Sc2ccccc21	0%	2%	2%	2%	-15%	·	8%	-10%	·
COc1ccc(C(C(=O)NCC2CCCO2)N(C(=O)c2snc(C(N)=O)c2N)c2ccccc2)cc1OC (stereo not given)	0%	-10%	-11%	32%	-18%	-6%	135%[activator]	-2%	4
Nc1nnc(SCc2coc(-c3ccc(Cl)cc3)n2)s1	-8%	i	2%	26%	-1%	-2%	11%	-2%	-4
COc1ccccc1N1CCN(/N=C/c2cc(OC)c(O)c(OC)c2)CC1	-9%	-9%	-12%	1%	-5%	?	-1%	0%	-3
CC1(C)CN(c2cccc(Br)c2)C1=O	-1%	0%	-23%	7%	-12%	-5%	69%[activator]	0%	-17

Further entries
SMILES | Pol kappa inh | PGK inhibitor | Anesthetic bind | Pol beta inh | Pol eta inh | APE1 inh | Pol iota inh | BLM helicase inh | RXFP1 antagonist
Cc1cc(C(=O)NC2CCCc3c2cnn3-c2cccc(C)c2C)no1 (stereo not given) | 1% | 4% | -8% | 59%[activator] | -19% | -6% | 21% | -1% | -7
CSCC(=O)N1CCCC(C(=O)c2cc(F)ccc2F)C1 (stereo not given) | -4% | -3% | ? | 0% | -6% | 8% | -7% | -2% | -14
CC(OC(=O)c1ccc(Cl)cc1O)C(=O)NCCC1=CCCCC1 (stereo not given) | -9% | -8% | · | · | -3% | -8% | 26% | · | -20
COC(=O)c1c(NC(=O)Cc2coc3ccc(C(C)C)cc23)sc2c1CCC2 | 0% | -7% | -4% | 6% | -13% | · | ? | -7% | -13
Cc1noc(NS(=O)(=O)c2ccc(NC(=O)c3cc4ccccc4o3)cc2)c1C | -18% | -1% | · | · | -12% | 18% | 46%[activator] | · | 9
Cc1ccc2c(c1)OC(=O)CC2c1ccccc1 (stereo not given) | -12% | -4% | ? | -2% | -19% | -6% | -5% | -4% | 1
O=C(CN1CCC(C(=O)c2ccc(F)cc2)CC1)Nc1ccccc1Cl | 4% | -7% | -23% | ? | -19% | -12% | 27% | -10% | -19
CCOC(=O)c1c(-c2ccccc2)oc2cc(Br)c(O)cc12 | -11% | 4% | -9% | -23% | -19% | 34%[activator] | -17% | -13% | -16
CCOC(=O)C1(Cc2ccccc2)CCCN(Cc2ccccn2)C1 (stereo not given) | 3% | 7% | -11% | 36%[activator] | -14% | 11% | 43%[activator] | -3% | 3
CCCNC(=O)N1CCN(C(c2ccccc2)c2ccccc2)CC1 | -5% | -2% | -8% | -21% | 1% | 26% | 14% | 1% | -3
S=C(NCc1cccs1)Nc1ccc(Cl)cc1 | -11% | -2% | -8% | 2% | -14% | -6% | 13% | -1% | -5
CNC(=O)C(=O)NCC(c1cccs1)S(=O)(=O)c1ccc(C)cc1 (stereo not given) | -5% | 5% | 9% | 1% | 6% | 4% | -6% | 0% | 5
Cc1ccc(S(=O)(=O)N2CCCC2)cc1C(=O)NCc1ccccn1 | -13% | 7% | -1% | 48% | -10% | -8% | 17% | -5% | -1
CCOc1ccc(C(=O)NCc2cccs2)cc1 | -2% | 1% | -11% | 24% | 3% | -3% | 16% | -3% | -5
O=C(CSc1nc2ncccc2[nH]1)NC1CCCC1 | -2% | 9% | -11% | 10% | -13% | 26% | 21% | -1% | -7
CNC(=O)N(O)C1N(/N=C/c2ccccc2O)C(=S)SC1(C)C (stereo not given) | -9% | -3% | -2% | -121% | -18% | -3% | 0% | -3% | 0
Cc1nc(SCC(=O)N2CCC(Cc3ccccc3)CC2)[nH]c(=O)c1C | -12% | -9% | · | · | -7% | 0% | 14% | · | 0
CCCN1C(=O)C2(c3ccccc31)c1c(oc3cc(C)c(C)cc3c1=O)C(=O)N2CCCOC (stereo not given) | 8% | -5% | -4% | 1% | -11% | · | 41%[activator] | -2% | ·
COc1cccc(C(=O)NCCSc2c(-c3ccc(F)cc3)[nH]c3ccccc23)c1OC | -7% | -21% | 47%[activator] | -1% | -16% | · | -5% | -8% | -15
COC(=O)c1ccc(N2CCOCC2)c(NC(=O)c2ccc3c(c2)OCO3)c1 | 1% | 9% | -7% | 35% | -6% | -9% | 105%[activator] | -2% | 1
CC(=O)O/N=C/c1c(C)c(C=O)n2ccccc12 | 0% | -3% | -12% | ? | -15% | -8% | ? | -12% | 9
CC(C)CN1CCC(=O)N([C@H](CSc2ccc(Br)cc2)Cc2ccccc2)CC1 | -4% | -8% | -9% | 1% | -23% | 1% | -12% | -10% | ·
O=C(CSc1ncc2c(n1)-c1ccccc1N(Cc1ccc(F)cc1)S2(=O)=O)c1ccc(Cl)cc1 | 0% | 7% | -7% | 87% | -10% | · | 19% | -3% | -7
CCOC(=O)c1cccc(NC(=O)CCc2c(C)nc3ncnn3c2C)c1 | -3% | 2% | -11% | 36% | -1% | -2% | 15% | -1% | -4
CCOC(=O)C(C)NC(=O)C(NC(=O)C1CCC(CC)CC1)C(C)C (stereo not given) | -3% | -4% | -5% | 16% | -5% | 0% | -14% | -4% | -5
CC(=O)OCC(CO)OC(C)=O (stereo not given) (tested in a mixture with another compound) | 15%[60.1 µM] | · | -10% | · | · | -4% | · | 2% | ·
Cc1nc2c(nnn2Cc2ccccc2)c(=O)n1-c1ccccc1 | 5% | i | -19% | 6% | -11% | -4% | 22% | -1% | -10
CC(=O)c1cccc(NC(=O)C2CC(=O)N(C3CCCC3)C2)c1 (stereo not given) | -5% | 7% | · | · | -7% | 10% | 9% | · | 6
COc1ccc(-c2ccc(/C=C3/C(=N)N4C(C)=CSC4=NC3=O)o2)c([N+](=O)[O-])c1 | ? | -7% | -20% | ? | ? | 1% | 18µM* | -23% | -8
O=C(CSc1nnc(CNC(=O)c2ccccc2F)o1)NC1CCCC1 | 4% | 9% | -4% | 9% | -19% | 1% | 39%[activator] | 2% | -15
O=C(O)CC1(C(=O)O)CCCC1 | -7% | -5% | · | · | -7% | · | -26% | · | -1
CC#CC#Cc1cccc(=O)o1 | ? | -8% | -11% | ? | ? | ? | -86% | -13% | 3
CCn1c(SC(C)C(=O)Nc2ccc(N3CCOCC3)cc2)nnc1-c1ccco1 (stereo not given) | 9% | -2% | · | · | -6% | 5% | 30% | · | 8
O=C1C=C(c2cccc(Br)c2)C[C@@H](c2ccc(Cl)cc2)C1 | -21% | 1% | · | · | -12% | -17% | -24% | · | ·
O=C(NCCc1ccc(Cl)cc1)/C(=C/c1cccnc1)NC(=O)c1ccccc1 | -7%[60.1 µM] | -7% | -11% | -17% | 2% | 8% | 13% | 5% | -5
